# miR122 inh: miR-122 inhibition in Huh7 cells; Huh7 miR-122 Renilla luciferase sensor, 48 h; neutral wells = 0, positive control = 100; actives 0.3% (n = 340,000); activation (reporter increase), % at 12.5 µM;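 active = mean replicate activation score at least 90 and every replicate individually at or above 90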;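 also: higher luciferase means less miR-122 activity so hits act as miR-122 inhibitors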
# INS-1E GSIS act: primary screen for activators of insulin secretion dependent on glucose, INS-1E cells, GLuc reporter luminescence. INS-1E GLuc reporter insulin secretion, 2-3 h. activation, % at 16.6 µM. actives 0.61% (n = 370,000);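 active = lowest replicate activation of at least 40%, so every replicate reaches that level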;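 also: 0% = median of neutral control wells and 100% = median of IBMX positive control wells; some compounds called inactive have numbers as strong as hits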
# Cneo AK release: Cryptococcus neoformans lysis via adenylate kinase release; actives 0.2% (n = 360,000); C. neoformans lysis, adenylate kinase release luminescence, 4 h; normalised: neutral wells 0, clomiphene wells 100; lysis activity, % at 15 µM; AID 651654;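 active = mean lysis activity across replicates of at least 80%, whatever share of replicates individually reach that level; inactive = mean lysis activity below 80%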
#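 Material: C. neoformans cells | Amount: Yeast cell density of 5 × 10^6 cells/mL | Medium: Fresh YPD growth medium | Dosing: Single dose | Times: Static 4 h at 37 °C with compound, 1 h detection | Detection: AK luminescence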
# Statin myotox sup: suppression of simvastatin myotoxicity. C2C12 myotubes + simvastatin, ATP luminescence, 48 h; scaled: DMSO 0, geranylgeraniol control 100. rescue of ATP level, % at 7.49 µM. actives 0.78% (n = 330,000). AID 602340;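 active = mean ATP rescue above about 67%, or every replicate alone reaching that limit, limit read from the data, passing the limit was not always enough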;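 also: myotubes were challenged with 10 µM simvastatin during compound exposure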
# PGC1a acetyl inh: PGC1a acetylation modulation, inhibitor mode | U2OS PGC1a acetylation, AlphaScreen anti-acetyl-lysine; with virally co-expressed GCN5 acetyltransferase | inhibition, % at 15.6 µM | actives 0.17% (n = 350,000) | AID 651687;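 active = every replicate shows inhibition of at least 40%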;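 also: 0% = neutral control wells and 100% = positive control wells; some results beyond the cut were filed as inactive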
# F508del corr: CFTR F508del correction in bronchial cells; CFBE cells, YFP halide quenching; stimulated with forskolin plus potentiator P3; % fluorescence drop versus neutral controls; activity (quench increase), % at 7.58 µM; actives 0.36% (n = 350,000);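 active = mean added fluorescence quench of at least 8% versus neutral control, with both replicates also reaching 8%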;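 also: cells transiently co-express mutant CFTR-F508del with the halide-sensitive YFP; corrector assay measuring rescue of mutant channel to the surface after 24 h compound exposure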
# FN deposit inh: fibronectin deposition inhibition; AH1F fibroblasts, Alexa488-fibronectin deposition fluorescence, overnight; inhibition, % at 12.6 µM; actives 0.086% (n = 350,000); AID 743247;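 active = mean inhibition across replicates of 30% or more, regardless of how many single replicates reach that level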;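 also: positive control wells lacked labelled fibronectin entirely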
#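 Material: AH1F fibroblast monolayer depositing Alexa488-labelled fibronectin into matrix | Input: 10000 AH1F cells/well | Medium: DMEM plus 2% serum, read in PBS | Reagent: Alexa488-fibronectin, 24 nM final in well | Compound dosing: One dose per compound, pinned | Schedule: 1 h adhesion, overnight exposure | Measured by: Fluorescence at 485 nm excitation, 525 nm emission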
# PglD DTNB: blocks C. jejuni PglD acetyltransferase activity; purified PglD enzyme, DTNB colorimetric CoA detection; inhibition, % at 12.5 µM; actives 0.098% (n = 360,000); in the data active = inhibition above about 16%, passing the limit was not always enough; also: strong numbers were not always called active
# An asterisk follows results filed as active; nt = no result given; [ ] = remark or other dose.
# Below each compound: FN deposit inh	Cneo AK release	miR122 inh	F508del corr	Statin myotox sup	PGC1a acetyl inh	INS-1E GSIS act	PglD DTNB
1) CCOC(=O)c1c(C)[nH]c(C)c1C(=O)COC(=O)/C=C/c1cccc(F)c1
  -1	0	-4	nt	-6	-5	-8	2
2) COc1ccccc1-c1c(C)nn2c(N3CCC(C(N)=O)CC3)cc(C)nc12
  -2	-2	-1	2.5	-5	1	2	0
3) COc1c2ccoc2c(OC[C@@H](OC(C)=O)C(C)(C)O)c2oc(=O)ccc12
  -3	3	0	3.1	1	14	12	4
4) CCN(CC)C(CNC(=O)CSc1nnnn1-c1cccc(F)c1)c1ccco1 (stereo not drawn)
  -9	-3	-5	0.7	-2	-3	-3	2
5) C=CCOc1ccc(CN(C)CC(=O)Nc2ccc3c(c2)CCC3)cc1
  -4	nt	nt	1.1	nt	6	-47	nt
6) CCC(=O)Nc1ccccc1-c1nnn(CC(=O)N2c3ccccc3CC2C)n1 (stereo not drawn)
  nt	0	-4	nt	4	15	-9	-6
7) COc1ccc(NC(=O)c2cccnc2)c([N+](=O)[O-])c1
  4	nt	nt	1.8	nt	-2	9	nt
8) CO[C@H]1CN(C)C(=O)c2cc(NC(=O)c3ccc4c(c3)OCO4)ccc2OC[C@H](C)NC[C@@H]1C
  10	nt	nt	0.8	4	3	8	nt
9) CCCNC(=O)C1CCN(c2nc(C)cc(C)n2)CC1
  nt	1	-7	nt	10	3	nt	-1
10) O=C(Cc1ccc(O)cc1)N/N=C/c1cccs1
  4	-1	-5	1.9	nt	2	14	-2
11) CCc1nc2c(OCc3cccc(Cl)c3)cccn2c1N(C)C(=O)CC(C)C
  3	1	1	-1.9	-15	1	-14	-1
12) O=C(C[C@@H]1C[C@H]2c3cc(NC(=O)Nc4ccccc4F)ccc3O[C@H]2[C@H](CO)O1)NC1CCCCC1
  nt	1	-2[16.7 µM]	1.6	1	1	-18	-1
13) O=C(O)C[C@H]1C[C@H]2c3cc(NC(=O)NC4CCCCC4)ccc3O[C@H]2[C@H](CO)O1
  10	-3	-2[16.7 µM]	-2.1	-2	8	8	-2
14) CC(C)C(=O)Nc1ccc2c(c1)C(=O)N(C)[C@@H]1CC[C@H](CC(=O)NCCCN(C)C)O[C@H]1CO2
  -6	0	8[16.7 µM]	3.2	16	2	1	1
15) COc1ccc(OC)c(N(CC(=O)Nc2ccccc2)S(=O)(=O)c2ccccc2)c1
  -4	0	18	1.8	1	3	-18	-2

# More compounds follow.
# Below each compound: FN deposit inh	Cneo AK release	miR122 inh	F508del corr	Statin myotox sup	PGC1a acetyl inh	INS-1E GSIS act	PglD DTNB
16) COc1ccc(NC(=O)Nc2ccc3c(c2)C(=O)N([C@@H](C)CO)C[C@@H](C)[C@@H](CN(C)C(=O)Nc2c(C)noc2C)OCCCC[C@@H](C)O3)cc1
  -10	0	2[16.7 µM]	-0.6	nt	5	-28	-3
17) CC(C)(C)OC(=O)N[C@@H](COCc1ccccc1)C(=O)N[C@@H](CO)[C@H](O)[C@@H]1C[C@@H]1C(=O)NC1CC1
  -5	-1	-6	-1.3	5	11	0	-1
18) COc1cc(C(=O)Nc2cc3c(cc2N2CCCCC2)n(C)c(=O)n3C)cc(OC)c1OC
  5	-1	-1	-2.8	-41	nt	8	2
19) COc1ccc(S(=O)(=O)N2CCOCC2)cc1NC(=O)CCCOc1ccc(Cl)cc1C
  -4	1	1	2.0	12	6	-4	nt
20) Cc1c(C(O)CN2CCN(Cc3ccc4c(c3)OCO4)CC2)c2ccccc2n1C (stereo not drawn)
  nt	1	0	3.4	45	-14	-5	5
21) C[C@@H]1CN([C@@H](C)CO)C(=O)c2cc(NC(=O)Nc3ccc(F)cc3)ccc2O[C@@H](C)CCCCO[C@@H]1CN(C)CC1CCCCC1
  nt	51	-2[16.7 µM]	2.3	nt	1	-13	1
22) COc1ccc(CCNC(=O)c2c[nH]c3ccc(F)cc3c2=O)cc1OC
  0	-3	nt	0.0	18	nt	-25	8
23) CO[C@H]1CN(C)C(=O)c2ccc(NC(=O)Nc3cccc(F)c3)cc2OC[C@H](C)N(C)C[C@H]1C
  -16	7	14[16.7 µM]	nt	-22	nt	-13	0
24) Cc1cc(C)c(S(=O)(=O)c2ccccc2)c(OC(=O)c2c(F)cccc2Cl)n1
  -6	-1	-3	nt	-15	8	nt	2
25) O=C(COC(=O)c1ccc([N+](=O)[O-])cc1)NC1CCCC1
  1	0	-3	0.7	3	2	3	2
26) C[C@@H]1CN([C@H](C)CO)S(=O)(=O)c2ccc(-c3ccccc3)cc2O[C@@H]1CN(C)C(=O)c1ccc2c(c1)OCO2
  nt	0	-36[16.7 µM]	-0.6	-11	-11	-19	-5
27) CS(=O)(=O)c1ccc2nc(NC(=O)Cc3ccccc3)sc2c1
  -9	-3	0	-0.5	-33	-9	nt	-1
28) Cc1ccc(NC2(C#N)CCCC2)cc1
  8	6	nt	-1.6	2	10	nt	0
29) CCN(CC)c1ccc(/C=N/NC(=O)c2cccc(S(=O)(=O)N3CCOCC3)c2)cc1
  4	2	-1	2.5	nt	-14	-8	5
30) COc1ccc2nc(NC(=O)CNS(=O)(=O)c3cccs3)sc2c1
  nt	-1	1	3.1	-10	3	-10	6

# Some of the entries so far, screen by screen.
(24) Cc1cc(C)c(S(=O)(=O)c2ccccc2)c(OC(=O)c2c(F)cccc2Cl)n1
(25) O=C(COC(=O)c1ccc([N+](=O)[O-])cc1)NC1CCCC1
(26) C[C@@H]1CN([C@H](C)CO)S(=O)(=O)c2ccc(-c3ccccc3)cc2O[C@@H]1CN(C)C(=O)c1ccc2c(c1)OCO2
(27) CS(=O)(=O)c1ccc2nc(NC(=O)Cc3ccccc3)sc2c1
(28) Cc1ccc(NC2(C#N)CCCC2)cc1
(29) CCN(CC)c1ccc(/C=N/NC(=O)c2cccc(S(=O)(=O)N3CCOCC3)c2)cc1
entry no.	24	25	26	27	28	29
FN deposit inh	-6	1	nt	-9	8	4
Cneo AK release	-1	0	0	-3	6	2
miR122 inh	-3	-3	-36[16.7 µM]	0	nt	-1
F508del corr	nt	0.7	-0.6	-0.5	-1.6	2.5
Statin myotox sup	-15	3	-11	-33	2	nt
PGC1a acetyl inh	8	2	-11	-9	10	-14
INS-1E GSIS act	nt	3	-19	nt	nt	-8
PglD DTNB	2	2	-5	-1	0	5

# Following part
# Below each compound: FN deposit inh	Cneo AK release	miR122 inh	F508del corr	Statin myotox sup	PGC1a acetyl inh	INS-1E GSIS act	PglD DTNB
31) O=C(Nc1cccc(C(=O)O)c1)/C(=C\c1ccc2c(c1)OCO2)NC(=O)c1ccccc1Br
  5	2	nt	-2.4	5	-6	-3	0
32) CCN(CC)c1nc(-c2nn[nH]n2)nc(N(CC)CC)n1
  -2	1	-2	nt	2	-1	nt	-1
33) CCN(CC(=O)Nc1ccc(C(C)=O)cc1)CC(=O)Nc1ccc2c(c1)OCCO2
  3	-1	-12	0.2	-1	-11	-4	6
34) COc1ccc(NC(=O)N(C)C[C@H]2OCCCC[C@H](C)Oc3ccc(NC(=O)Cc4ccccc4)cc3C(=O)N([C@H](C)CO)C[C@H]2C)cc1
  nt	1	-6[16.7 µM]	-0.4	nt	5	-10	2
35) C[C@H]1CN([C@@H](C)CO)C(=O)c2cccc(NC(=O)Nc3ccc(F)cc3)c2O[C@@H]1CN(C)Cc1ccccc1
  nt	-3	9[16.7 µM]	2.0	-5	8	-15	0
36) Cc1cccc(-c2ccc(C3[C@@H]4CN(C(=O)C5CCC5)C[C@H]3N4)cc2)c1 (stereo partly drawn)
  -15	nt	nt	-1.3	nt	-1	-18	nt
37) CC(C)(C)c1ccc(NC(=O)C2=CC=CN3CCS(=O)(=O)N=C23)cc1
  2	-7	-3	-5.8	-7	-2	16	-5
38) NC(=O)c1ccc(NC(=O)COc2ccc(-n3cnnn3)cc2)cc1
  -4	0	-1	-1.5	13	2	-6	0
39) CC(C)NC(=O)N(C)C[C@@H]1Oc2ccc(NC(=O)Cc3ccccc3)cc2C(=O)N([C@H](C)CO)C[C@H]1C
  nt	0	0[16.7 µM]	1.9	3	2	7	-2
40) CN1CCN(C(=O)C[C@@H]2CC[C@H](NC(=O)c3ccc4c(c3)OCO4)[C@H](CO)O2)CC1
  -11	3	-6[16.7 µM]	-2.8	3	-7	4	-12
41) CCOCCCN(C(=O)Cn1nnc(-c2ccc(C)o2)n1)C(C(=O)NC1CCCC1)c1ccco1 (stereo not drawn)
  -2	4	-2	5.9	-11	3	-8	-1
42) N#Cc1cccc(NCC(=O)Nc2ccc3c(c2)OCCO3)c1
  -2	-4	nt	3.3	nt	1	7	-6
43) CC(C)C(C)NC(=O)COc1ccc(OCc2ccccc2)cc1 (stereo not drawn)
  -22	2	-5	3.7	-3	5	-6	0
44) COc1cc(C(=O)NCc2ccc3c(c2)OCO3)c([N+](=O)[O-])cc1OC
  0	-1	-4	2.0	-1	9	3	0
45) Cc1cccc2sc(NC(=O)c3cc(S(=O)(=O)N(C)C)ccc3N3CCCC3)nc12
  5	2	-8	2.1	3	-6	1	0

# The listing continues.
# Below each compound: FN deposit inh	Cneo AK release	miR122 inh	F508del corr	Statin myotox sup	PGC1a acetyl inh	INS-1E GSIS act	PglD DTNB
46) O=C(NC1CCCCC1)C(c1ccc(F)cc1)N(C(=O)c1cccs1)c1ccc2c(c1)OCO2 (stereo not drawn)
  nt	1	-6	-2.4	-32	8	6	0
47) CCCn1c2ccccc2c2cnn(CC(=O)NCCCN3CCCCC3)c(=O)c21
  1	1	-1	-0.7	4	11	0	7
48) CCC(=O)Nc1ccc2c(c1)C(=O)N(C)C[C@H](OC)[C@@H](C)CN(C(C)=O)[C@H](C)CO2
  7	-5	1[16.7 µM]	nt	-3	nt	-1	6
49) COC(=O)C[C@@H]1CC[C@H]2[C@H](COc3ccc(NS(=O)(=O)c4ccc(F)cc4)cc3C(=O)N2C)O1
  0	-1	-22[16.7 µM]	-2.7	5	6	-11	2
50) N#Cc1ccc(OCC(=O)NNC(=S)NC2CCCCC2)cc1
  -2	-1	4	0.4	0	1	nt	-3
51) C[C@H](CO)N1C[C@H](C)[C@H](CN(C)Cc2ccccc2)Oc2ccc(N(C)C)cc2C1=O
  nt	-5	0[16.7 µM]	-1.6	11	-2	5	-3
52) CCOC(=O)C1CCCN(C(=O)COC(=O)c2cc(=O)c3ccccc3o2)C1 (stereo not drawn)
  nt	0	3	nt	10	0	nt	-3
53) O=C(C[C@@H]1C=C[C@@H](NC(=O)CC2CC2)[C@H](CO)O1)NCc1ccc(-c2ccccc2)cc1
  -9	-1	-18[16.7 µM]	-5.6	8	-6	12	-1
54) Cc1ccc([N+](=O)[O-])cc1S(=O)(=O)Nc1ccc(C(=O)NCC2CCCO2)cc1 (stereo not drawn)
  6	0	nt	5.1	3	nt	5	nt
